EPAC2 antag = EPAC2 (human) antagonism. Q8WZA2. EPAC2 GEF exchange of Rap1B-BODIPY-GDP, fluorescence. Potency, µM (top dose mostly 114 µM), for the others: at the highest dose activity, negative = inhibition, usual class: inhibitors. actives 0.18% (n = 360,000); note: % is set by controls: 0 for no effect and ±100 for the full control effect; nearly all actives have a fitted effect of over 45% in size; many of its hits are not listed in these tables
EPAC2 agonist = EPAC2 (human) agonism; Q8WZA2; AID 720711; Potency, µM (titrated, usually from 154 µM), for inactives: top-dose activation, actives largely listed as activators; actives 0.079% (n = 360,000); EPAC2 activation, biochemical qHTS; response scale: 100% = 6.5 mM cAMP response; note: nearly all actives have a fitted effect of over 50% in size
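Readout is BODIPY fluorescence (480 nm excitation, 540 nm emission), which falls as labeled GDP is exchanged off Rap1B. EPAC2 at 100 nM acted on 250 nM RAP1B-BODIPY-GDP with 50 uM GDP present.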
TDP43 rescue = rescues yeast growth from TDP-43 toxicity. TDP-43 expressing yeast growth rescue, BacTiter-Glo, 24 h. Potency, µM (top dose mostly 46.1 µM), inactives show at the top dose growth rescue (activation), most hits filed as activators. actives 1.8% (n = 410,000). AID 652104; note: % of control where 0% means no effect; nearly all actives have a fitted effect of over 50% in size
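Galactose-induced TDP-43 yeast, OD600=0.02, compound pinned; 24 hr, 30 deg C; BacTiter-Glo luminescence for growth. Inhibitors of TDP-43 toxicity read as activators.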
EPAC1 antagonist = blocks human EPAC1 exchange factor | O95398 | EPAC1 GEF assay, Rap1b-BODIPY-GDP exchange fluorescence | Potency, µM (titrated, usually from 115 µM), without a hit: top-dose activity change, negative = inhibition, actives largely listed as inhibitors | actives 0.14% (n = 360,000) | AID 720709;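 note: plate controls were vehicle for no effect and positive control for full effect; nearly all actives have a fitted effect of over 50% in size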
FUS yeast rescue = suppressors of FUS proteinopathy in yeast. S. cerevisiae FUS-expressing, growth rescue, OD600, 24 h. Potency, µM (doses to about 76.6 µM), without a hit: top-dose growth rescue (activation), actives largely listed as activators. AID 1347120. actives 0.24% (n = 390,000);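 note: plate controls were DMSO vehicle for no effect and reference control for full effect; nearly all actives have a fitted effect of over 55% in size; some results filed as inactive show a strong effect at the top dose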
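Compound concentration series was pinned onto galactose-induced FUS-expressing yeast seeded at OD 0.005. Plates sat 24hr at 30C; absorbance at 600 nm gave growth. DMSO served as background control.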
EPAC1 agonist = agonists of human EPAC1. O95398. EPAC1 agonist qHTS, biochemical assay; response scale: 100% = response to 6.5 mM cAMP. Potency, µM (titrated, usually from 154 µM), for the others: at the highest dose activation, most hits filed as activators. actives 0.073% (n = 360,000). AID 720707; note: nearly all actives have a fitted effect of over 60% in size
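Nucleotide exchange by EPAC1 (100 nM) on Rap1B–BODIPY-GDP (250 nM) in the presence of 50 uM GDP is tracked fluorescently at 480/540 nm over 30 min. Signals are normalized to a 6.5 mM cAMP control.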
aSyn rescue = rescues yeast growth from alpha-synuclein toxicity; Yeast expressing alpha-synuclein, growth rescue, BacTiter-Glo, 24 h; Potency, µM (titrated, usually from 46.1 µM), without a hit: at the highest dose growth rescue (activation), actives largely listed as activators; actives 0.14% (n = 370,000); note: % of control where 0% means no effect; nearly all actives have a fitted effect of over 65% in size
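Rescue of yeast growth: cells expressing toxic alpha-synuclein, induced in galactose at OD600 0.02, incubated with compound 24 h at 30 C. ATP luminescence quantified growth; inhibitors of toxicity appear as activators.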
PTHR1 ag = PTHR1 (human) receptor agonism; Q03431; HEK293 GP2 PTHR1 cells, GloSensor cAMP luminescence, 1 h; Potency, µM (doses to about 115 µM), for inactives: top-dose activation, most hits filed as activators; actives 0.075% (n = 410,000); AID 743266; note: nearly all actives have a fitted effect of over 55% in size; some results filed as inactive show a strong effect at the top dose; inactives centre near -15; many of its hits are not listed in these tables
Target sequence (Q03431 whole entry, looked up): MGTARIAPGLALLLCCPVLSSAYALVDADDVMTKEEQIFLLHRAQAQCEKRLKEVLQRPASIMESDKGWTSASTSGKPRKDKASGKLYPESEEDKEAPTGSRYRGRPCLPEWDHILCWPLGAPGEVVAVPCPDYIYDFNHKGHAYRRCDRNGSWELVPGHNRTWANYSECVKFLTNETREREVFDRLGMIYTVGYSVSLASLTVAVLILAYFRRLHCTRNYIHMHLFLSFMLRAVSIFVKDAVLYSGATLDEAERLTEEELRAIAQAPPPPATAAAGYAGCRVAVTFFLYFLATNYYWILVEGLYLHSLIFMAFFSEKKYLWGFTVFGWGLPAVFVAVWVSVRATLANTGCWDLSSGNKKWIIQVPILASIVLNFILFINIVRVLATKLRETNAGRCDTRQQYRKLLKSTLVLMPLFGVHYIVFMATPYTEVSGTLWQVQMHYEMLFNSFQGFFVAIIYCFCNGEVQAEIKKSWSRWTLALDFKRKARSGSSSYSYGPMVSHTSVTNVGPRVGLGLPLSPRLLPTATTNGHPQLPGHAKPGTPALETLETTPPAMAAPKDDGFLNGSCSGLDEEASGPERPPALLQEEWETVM
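HEK-293-derived GP2 cells expressing PTHR1 and a GloSensor cAMP reporter, 3,000/well, plated overnight, given luciferin plus IBMX (each 0.5 mM as added) for 1 h at 37 °C, then compound for 1 h at 37 °C. Luminescence was read after 15 min at room temperature.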
The depositor's hits bear a star; i = inactive; ? = inconclusive; / = no result given; & = joins results of further samples; [ ] = another dose, or the depositor's remark. Calls come from the whole dose curve; as a rule, active = well fitted curve in the direction sought with a large enough effect; inconclusive = small, poorly fitted or top-dose-only effect, or another doubt; inactive = no such curve, though single readings can be large; an effect the other way counts as inactive or inconclusive. Potency is the fitted concentration of half-maximal effect. Not all compounds are listed. The share of hits here may be higher or lower than overall.

A first look:
Below each compound – EPAC2 antag, EPAC2 agonist, TDP43 rescue, EPAC1 antagonist, FUS yeast rescue, EPAC1 agonist, aSyn rescue, PTHR1 ag
- CCOC(=O)Cn1nc(C)n(-c2c(C)cccc2C)c1=O
  4%, 2%, 9%, -1%, 0%, 7%, -1%, -5%
- CN(CCCC1CCCC1)C(=O)CCc1nnc(-c2ccccc2)o1
  -2%, 1%, -11%[0.397 µM], 4%, 22%, -8%, 2%, -33%[inhibitor]
- CCSc1nc(N)c2c(C)c(C)sc2n1
  -1%, 3%, 0%, 2%, 12%, 3%, 5%, -11%
- Cn1nnc(NCc2cc(Br)ccc2OCc2ccccc2F)n1
  -2%, 12%, 1%, -22%, 19%, 10%, 1%, -36%[inhibitor]
- Cc1ccc(S(=O)(=O)N(CC(=O)N2CCCC2)C2CCCCC2)cc1
  3%, 3%, -13%, 5%, -6%, 2%, 0%, -22%[57.5 µM]
- CC(C)Sc1nc(N2CCOCC2)c2c(c1C#N)CC(C)(C)N(C)C2
  -1%, -5%, -2%, 4%, -14%, -4%, -29%, -18%
- CCOC(=O)c1c(NC(C)=O)sc2c1C1CCN2CC1
  3%, 5%, -8%, -7%, -5%, 1%, 8%, -7%[57.5 µM]
- COc1ccc(C(c2c(C)[nH]n(-c3ccccc3)c2=O)c2c(C)[nH]n(-c3ccccc3)c2=O)cc1OC
  -1%, 0%, -15%, -4%, /, 4%, 2%, -23%
- COc1cccc(-c2nnc(NC(=O)c3ccccc3Br)o2)c1
  0%, 11%, ?, -15%, 20%, -9%, 2%, -3%
- CCOc1ccc(Br)cc1S(=O)(=O)NC1CCCC1
  -2%, -1%, ?, 9%, /, 1%, -1%, -2%
- Cc1ccc(S(=O)(=O)N2CCC[C@H]2C(=O)OCc2nc3ccccc3s2)cc1
  -14%, 18%, -22%, -11%, 19%, 6%, 23%, i
- Cc1ccc(S(=O)(=O)N2CCCOC2CNC(=O)C(=O)NCCc2c[nH]c3ccccc23)cc1 (stereo not drawn)
  -22%, -7%, -22%, -15%, ?, 4%, -3%, -30%
- Cc1ccc(S(=O)(=O)N2CCN(C)CC2c2ccccc2)cc1 (stereo not drawn)
  -5%, 9%, 15%, 12%, -18%, 15%, 7%, i
- S=C(NCc1ccco1)Nc1ccccc1Cl
  -3%, 9%, 20%, 2%, -6%, 6%, -3%, -13%

The list itself, from the start:
Below each compound – EPAC2 antag, EPAC2 agonist, TDP43 rescue, EPAC1 antagonist, FUS yeast rescue, EPAC1 agonist, aSyn rescue, PTHR1 ag
- CCOC(=O)Cn1nc(C)n(-c2c(C)cccc2C)c1=O
  4%, 2%, 9%, -1%, 0%, 7%, -1%, -5%
- CN(CCCC1CCCC1)C(=O)CCc1nnc(-c2ccccc2)o1
  -2%, 1%, -11%[0.397 µM], 4%, 22%, -8%, 2%, -33%[inhibitor]
- CCSc1nc(N)c2c(C)c(C)sc2n1
  -1%, 3%, 0%, 2%, 12%, 3%, 5%, -11%
- Cn1nnc(NCc2cc(Br)ccc2OCc2ccccc2F)n1
  -2%, 12%, 1%, -22%, 19%, 10%, 1%, -36%[inhibitor]
- Cc1ccc(S(=O)(=O)N(CC(=O)N2CCCC2)C2CCCCC2)cc1
  3%, 3%, -13%, 5%, -6%, 2%, 0%, -22%[57.5 µM]
- CC(C)Sc1nc(N2CCOCC2)c2c(c1C#N)CC(C)(C)N(C)C2
  -1%, -5%, -2%, 4%, -14%, -4%, -29%, -18%
- CCOC(=O)c1c(NC(C)=O)sc2c1C1CCN2CC1
  3%, 5%, -8%, -7%, -5%, 1%, 8%, -7%[57.5 µM]
- COc1ccc(C(c2c(C)[nH]n(-c3ccccc3)c2=O)c2c(C)[nH]n(-c3ccccc3)c2=O)cc1OC
  -1%, 0%, -15%, -4%, /, 4%, 2%, -23%
- COc1cccc(-c2nnc(NC(=O)c3ccccc3Br)o2)c1
  0%, 11%, ?, -15%, 20%, -9%, 2%, -3%
- CCOc1ccc(Br)cc1S(=O)(=O)NC1CCCC1
  -2%, -1%, ?, 9%, /, 1%, -1%, -2%
- Cc1ccc(S(=O)(=O)N2CCC[C@H]2C(=O)OCc2nc3ccccc3s2)cc1
  -14%, 18%, -22%, -11%, 19%, 6%, 23%, i
- Cc1ccc(S(=O)(=O)N2CCCOC2CNC(=O)C(=O)NCCc2c[nH]c3ccccc23)cc1 (stereo not drawn)
  -22%, -7%, -22%, -15%, ?, 4%, -3%, -30%
- Cc1ccc(S(=O)(=O)N2CCN(C)CC2c2ccccc2)cc1 (stereo not drawn)
  -5%, 9%, 15%, 12%, -18%, 15%, 7%, i
- S=C(NCc1ccco1)Nc1ccccc1Cl
  -3%, 9%, 20%, 2%, -6%, 6%, -3%, -13%
- Cc1cccc(CCNC(=O)CCS(=O)(=O)c2cc3c(cc2Cl)NC(=O)CO3)c1
  -11%, 3%, -1%&-18%, -23%, 14%&1%, 16%, -4%&-3%, -23%&-8%
- CCCCCCCCN1C(=O)[C@H](CC(=O)NCCCOC)C[C@@]2(C(=O)OC)CCCCC=C12
  -18%, -6%, 9%, -22%, ?, -24%, -2%, -7%
- CN(C)CCCN(C(=O)CCc1ccccc1)c1nc2c(F)cccc2s1
  2%, 2%, -28%, -26%, /, 8%, 4%, -1%
- Cc1cccc(NC(=O)COC(=O)c2n[nH]c3ccccc23)c1C
  -20%, 0%, 13%, -11%, -3%, 9%, 6%, -9%
- COc1ccccc1CNC(=O)C(Cc1ccccc1)NC(=O)c1ccccc1 (stereo not drawn)
  -19%, 2%, 4%, 11%, 12%, -4%, 0%[1.84 µM], -13%
- CCc1nnc(NC(=O)c2cc(-c3ccco3)nc3ccccc23)s1
  16%, -3%, -16%, ?, 34%, -6%, -3%, -63%[inhibitor]

Following part:
Below each compound – EPAC2 antag, EPAC2 agonist, TDP43 rescue, EPAC1 antagonist, FUS yeast rescue, EPAC1 agonist, aSyn rescue, PTHR1 ag
- O=C(Nc1cccnc1)c1sc(Nc2ccccc2F)nc1-c1ccccc1
  4%, 9%, 17%, -15%, -2%, 8%, -5%, -21%
- Cc1cccc(NC(=O)CCn2cnnn2)c1
  5%, 1%, 4%&3%, 3%, -8%&-16%, 5%, -5%&1%, -18%
- CCc1c(C)nc2c(-c3ccccc3)c[nH]n2c1=O
  0%, -3%, 3%, -4%, -14%, -3%, 4%, -8%
- Cc1ccc(/C=N/N2C(=S)SC(C)(C)C2N(O)C(=O)Nc2ccc([N+](=O)[O-])cc2)cc1 (stereo not drawn)
  10%, 6%, -18%, 27%, 35%, 10%, -2%, -54%[inhibitor]
- COc1ccc(NC(=O)C[C@H]2C(=O)N(CCc3ccccc3)C[C@@H]2CSC)cc1
  5%, 4%, 28%, -8%, 22%, 0%, 4%, i
- O=C(CSCc1ccccc1)NCCc1ccc(F)cc1
  0%, 0%, 24%, 5%, -8%, 6%, -1%, -10%
- c1cc(-c2n[nH]c(-c3ccncc3)n2)ccn1
  -2%, 5%, ?, -24%, -8%, 1%, 2%, 5%
- OCCN1CCOCCOCCN(CCO)CCN(CCO)CC1
  2%, 3%, 0%, 3%, 4%, 1%, -3%, -1%
- COc1cccc(/C=C(/C#N)c2ccc(F)cc2)c1OCc1cccc(C(=O)O)c1
  0%, -6%, 16%, 1%, /, 1%, 3%, -8%
- O=c1[nH]c2ccccc2nc1-c1nnnn1C1CCCC1
  -3%, 15%, -3%, -16%, -17%, -2%, -10%, 6%

Screens deposited in PubChem by National Center for Advancing Translational Sciences (NCATS).
